ASM inhibitor = inhibitors of human secretory acid sphingomyelinase. placental ASM, HMU-PC fluorogenic substrate, 60 min. P17405. 0.006% of 340,000 active. Potency, µM (highest dose often 57.5 µM), without a hit: top-dose activity change, negative = inhibition, most hits filed as inhibitors; further: potency means the concentration at half of the fitted maximal effect
Target sequence (P17405 47-631 limits assumed): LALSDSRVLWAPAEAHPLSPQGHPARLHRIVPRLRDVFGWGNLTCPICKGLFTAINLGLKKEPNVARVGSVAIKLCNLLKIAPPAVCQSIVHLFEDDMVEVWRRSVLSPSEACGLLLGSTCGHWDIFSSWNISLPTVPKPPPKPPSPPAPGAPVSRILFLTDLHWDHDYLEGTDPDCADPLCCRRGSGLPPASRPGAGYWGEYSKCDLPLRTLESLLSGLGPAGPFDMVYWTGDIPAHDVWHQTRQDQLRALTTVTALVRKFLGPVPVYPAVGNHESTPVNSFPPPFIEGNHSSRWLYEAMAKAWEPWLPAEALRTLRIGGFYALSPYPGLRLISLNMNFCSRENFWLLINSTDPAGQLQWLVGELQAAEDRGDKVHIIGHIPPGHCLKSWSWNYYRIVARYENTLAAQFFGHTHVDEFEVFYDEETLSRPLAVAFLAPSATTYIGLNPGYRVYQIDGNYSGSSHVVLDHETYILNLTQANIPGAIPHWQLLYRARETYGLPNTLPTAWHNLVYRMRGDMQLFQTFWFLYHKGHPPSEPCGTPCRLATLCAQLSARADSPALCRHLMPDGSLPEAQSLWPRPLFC
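Fluorescence read-out (Ex 386 nm, Em 447 nm) after stopping the reaction at pH 10. Enzyme: ASM from human placenta; substrate HMU-PC0, 9 uM final; 60 min, 37 °C. Compound preincubation 10 min, ambient temperature.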
MLL CXXC-DNA inh = blocks binding of human MLL CXXC domain to DNA; MLL-CXXC / FITC-HOXA9 DNA fluorescence polarization; Potency, µM (series often up to 115 µM), without a hit: top-dose activity change, negative = inhibition, hits mostly inhibitors; 0.037% of 290,000 active; active means well fitted inhibition curve with a large enough effect in the polarisation, with a control signal flat, not every such curve was filed as active; inconclusive means small, poorly fitted or top-dose-only effect, or effect the other way, or a change in a side signal; inactive means no such curve, though single readings can be large or run the other way; the % refers to the polarisation; further: potency means the concentration at half of the fitted maximal effect
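Steps: dispense CXXC domain solution (7 uM) → pin compounds or unlabeled HOX-A9 DNA control → 5 min ambient → add FLSN-HOX-A9 solution (50 nM) → spin → 30 min ambient → fluorescence polarization. Tris pH 7.5/NaCl/DTT/BSA buffer.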
a7 integrin act = activates integrin-mediated alleviation for muscular dystrophy; alpha7betagal myoblasts, beta-gal FDG fluorescence, 48 h; Potency, µM (top dose mostly 38.3 µM), for the others: top-dose activation, most hits filed as activators; 0.064% of 350,000 active; AID 624291;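 further: potency means the concentration at half of the fitted maximal effect; 100% = response of the positive control SU9516; nearly all actives have a fitted effect of over 60% in size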
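Alpha7betagal+/- myoblasts (passage 13) were plated 16-24 hr, then exposed to compounds (1:260 dilution of DMSO stock) for 48 hours at 37C. After MPER lysis, β-galactosidase reporter activity was read as FDG fluorescence (ex 480/em 540) after 30 minutes.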
A-T KAP1 phos = candidate therapy for ataxia-telangiectasia. Potency, µM (series often up to 57.5 µM), inactives show top-dose activation, most hits filed as activators. AID 485349. […] A-T fibroblasts, KAP-1 phosphorylation AlphaLISA; neocarzinostatin DNA damage 30 min before lysis. 0.19% of 320,000 active; further: potency means the concentration at half of the fitted maximal effect; % of control where 0% means no effect; nearly all actives have a fitted effect of over 45% in size
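hTERT-immortalized A-T patient fibroblasts ([…]), 500 cells/well in OPTI-MEM, 1% FBS, got compounds for 60 min, then NCS for 30 min at 37C. Lysates were then assayed for phospho-KAP-1 by AlphaLISA (anti-pKAP1 donor, anti-KAP1 acceptor beads), 6 hr at 25C.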
MBNL1 CUG block = blocks human MBNL1 binding to CUG repeat RNA; Q9NR56; TR-FRET MBNL1-His/biotin-(CUG)12 binding, 665/545 ratio; Potency, µM (titrated, usually from 57.5 µM), inactives show at the top dose activity change, negative = inhibition, most hits filed as inhibitors; 0.036% of 280,000 active; active means well fitted inhibition curve with a large enough effect in the signal ratio, with a control signal flat, not every such curve was filed as active; inconclusive means small, poorly fitted or top-dose-only effect, or effect the other way, or a change in a side signal; inactive means no such curve, though single readings can be large or run the other way; the % refers to the signal ratio; further: potency means the concentration at half of the fitted maximal effect; on the % scale 0 is the no-effect control and ±100 the full control effect
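TR-FRET readout: Ex 340 nm, 665/545 nm emission ratio, normalized to buffer-only (basal) and MBNL1-(CUG)12 controls. Complex of MBNL1-His with Biotin-(CUG)12, compounds 92 nM–58 uM, incubated 60 min at room temperature.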
PTAP TSG101 blk = blocks PTAP/TSG101 interaction to inhibit HIV-1 budding; Q99816; Fluorescence polarization, FITC-PTAP peptide / Tsg101 binding; Potency, µM (top dose mostly 115 µM), inactives show at the top dose activity change, negative = inhibition, most hits filed as inhibitors; 340,000 tested, under 10 active; active means well fitted inhibition curve with a large enough effect in the main read-out, with a control signal flat, not every such curve was filed as active; inconclusive means small, poorly fitted or top-dose-only effect, or effect the other way, or a change in a side signal; inactive means no such curve, though single readings can be large or run the other way; further: potency means the concentration at half of the fitted maximal effect; % of control where 0% means no effect
Target sequence (Q99816 whole entry, looked up): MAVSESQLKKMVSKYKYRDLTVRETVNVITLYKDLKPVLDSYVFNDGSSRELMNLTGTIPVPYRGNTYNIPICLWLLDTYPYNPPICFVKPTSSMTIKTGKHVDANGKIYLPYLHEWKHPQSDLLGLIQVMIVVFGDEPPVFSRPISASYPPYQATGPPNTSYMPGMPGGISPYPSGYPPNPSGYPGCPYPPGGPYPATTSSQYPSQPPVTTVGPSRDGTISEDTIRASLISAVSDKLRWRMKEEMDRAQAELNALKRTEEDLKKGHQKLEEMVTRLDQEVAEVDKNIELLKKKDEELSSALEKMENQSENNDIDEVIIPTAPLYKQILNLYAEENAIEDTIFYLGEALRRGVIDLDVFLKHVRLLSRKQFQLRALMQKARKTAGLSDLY
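Compounds were pin-transferred onto Tsg101 binding domain (10 uM final) in HEPES pH 7.5 buffer, then FITC-PTAP peptide was added at 50 nM final. After 20 min at RT, polarization reported peptide displacement across a qHTS concentration series.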
TSHR antag = antagonists of human thyroid stimulating hormone receptor. P16473. TSHR-expressing cells, TSH-stimulated cAMP HTRF, 2 h; active compounds read low. activity change, negative = inhibition, % at 11.5 µM. 0.2% of 330,000 active. AID 504810;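 active means activity change below a set negative limit, meaning inhibition stronger than a set level, cut at about -70% in these data; inconclusive means activity change between two set negative limits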; further: on the % scale 0 is the no-effect control and ±100 the full control effect
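Competitive HTRF cAMP read-out (cryptate anti-cAMP antibody, cAMP-d2; 30 min, room temperature) in freshly harvested TSHR cells. Compounds added before TSH at EC80 (4nM final), followed by 2 hours' incubation at 37 deg C.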
Menin-MLL TR inh = menin-MLL binding inhibition, Texas Red mutant peptide; O00255; Menin + Texas Red MLL mutant peptide, fluorescence polarization; Potency, µM (highest dose often 61.6 µM), for the others: at the highest dose FP activity change, negative = inhibition, usual class: inhibitors; 0.23% of 270,000 active; active means well fitted inhibition curve with a large enough effect in the polarisation, with a control signal flat, not every such curve was filed as active; inconclusive means small, poorly fitted or top-dose-only effect, or effect the other way, or a change in a side signal; inactive means no such curve, though single readings can be large or run the other way; the % refers to the polarisation; further: potency means the concentration at half of the fitted maximal effect; % of control where 0% means no effect; many of its hits are not listed in these tables
TCR act = T cell receptor activation; primary human leukocytes, anti-CD3, IL-2 HTRF, 48 h; Potency, µM (top dose mostly 9.22 µM), inactives show top-dose activation of IL-2 secretion, usual class: activators; 330,000 tested, under 10 active; AID 504894; further: % of control where 0% means no effect
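1) Mix primary human leukocytes, a-CD3 beads and compound. 2) Incubate 48 hr. 3) Add HTRF IL-2 reagents (a-IL-2-K, a-IL-2-d2).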
Mito fusion act = mitochondrial division inhibition or fusion activation | AID 485298 | Potency, µM (highest dose often 46.1 µM), inactives show at the top dose growth rescue (activation), hits mostly activators | 0.23% of 320,000 active | S. cerevisiae fusion-defective mutant growth rescue, CellTiterGlo 48 h;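 further: potency means the concentration at half of the fitted maximal effect; % of control where 0% means no effect; nearly all actives have a fitted effect of over 45% in size; temperature-sensitive fusion mutants such as fzo1-1 at 37 °C on non-fermentable ethanol glycerol medium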
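Luminescent cell viability in 1536-well qHTS format served as the measure of rescued growth in ts fusion-mutant S. cerevisiae cultured on non-fermentable YPEG for 48 hours at 37C.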
Active calls of the source: *; ? = inconclusive; nt = no result given; [ ] = dose if it differs, or a comment. Unless noted, the call rests on the fitted dose curve; in most records, active means well fitted curve in the direction sought with a large enough effect; inconclusive means small, poorly fitted or top-dose-only effect, or another doubt; inactive means no such curve, though single readings can be large; an effect the other way counts as inactive or inconclusive. A portion of the library; the hit share may differ from the screen's.

SMILES	ASM inhibitor	MLL CXXC-DNA inh	a7 integrin act	A-T KAP1 phos	MBNL1 CUG block	PTAP TSG101 blk	TSHR antag	Menin-MLL TR inh	TCR act	Mito fusion act
O=C1NC2CCc3nc4ccccc4c(=O)n3C2=Nc2ccccc21 (configuration not stated)	-3.3%	-15.3%	0.4%	-12.1%	-7.8%	-14.2%	8.3	3.3%	-3.7%	-4.9%
CC1CN(CCc2ccccc2)c2nc3c(c(=O)[nH]c(=O)n3C)n2C1 (configuration not stated)	-3.4%	-7.0%	-11.4%	nt	10.4%	-0.6%	-4.9	-4.2%	-1.1%	2.8%
Cc1c(Cl)cccc1N(CC(=O)NC(C)c1ccccc1)S(C)(=O)=O (configuration not stated)	-0.3%	0.2%	-10.7%	10.0%	-2.1%	0.3%	-10.3	-16.0%	nt	8.1%
O=C1CCCN1CCCNc1nc2c(S(=O)(=O)c3ccccc3)nnn2c2ccc(Cl)cc12	5.3%	-5.8%	-19.9%	-1.7%	27.3%	-6.0%	-12.8	5.8%	-11.9%	-4.0%
O=S(=O)(c1ccc(Cl)cc1)c1ccccn1	3.3%	0.8%	-23.9%	-9.0%	-7.7%	-5.5%	13.9	-4.6%	2.8%	3.8%
Cc1cc(=S)c2cccc(C)c2[nH]1	2.0%	-4.0%	0.4%	8.1%	70.8%[activator]	-1.4%	-0.7	-5.3%	-16.2%	25.9%
COCCC1CCCCN1Cc1cn(-c2ccccc2)nc1-c1ccc2c(c1)OCO2 (configuration not stated)	7.4%	-1.3%	0.0%	-2.7%	-8.4%	-7.7%	22.4	-7.0%	8.3%	-4.5%
COc1ccccc1/C=C/C(=O)Nc1ccc(S(=O)(=O)Nc2cc(C)nc(C)n2)cc1	-1.5%	-18.8%	0.3%	3.2%	?	-6.1%	1.5	-0.5%	-0.1%	-0.5%
CCOP(=O)(OCC)C(Nc1cccc(C(F)(F)F)c1)c1ccc(Br)cc1 (configuration not stated)	nt	0.3%	nt	8.4%	-14.1%	nt	-2.1	-0.2%	-1.7%[46.1 µM]	20.7%
CC1(C)CC(=O)C(=CN2CCN(C(=O)c3ccco3)CC2)C(=O)C1	1.8%	10.0%	-25.9%	9.1%	-13.7%	-0.7%	-2.6	-0.7%	-4.6%	-0.6%
COc1c(Cl)cc(Cl)cc1C(=O)n1nc(C)cc1C	-0.6%	-8.3%	-9.3%	12.9%	14.0%	-0.2%	9.3	1.1%	7.0%[46.1 µM]	-0.9%
Cc1ccc2nc(SCC(=O)Nc3ccc4c(c3)CCC4)[nH]c2c1	-4.5%	15.8%	12.2%	nt	-18.7%	0.2%	5.5	4.2%	-4.0%[46.1 µM]	-6.5%
O=S(=O)(c1ccc(Br)s1)N1CCCCC1	1.6%	0.7%	16.5%	3.7%	3.0%	-1.6%	-6.6	-2.0%	nt	11.9%
CCNc1cc(Cl)nc(SC)n1	-5.0%	4.1%	27.1%	3.5%	5.8%	-7.6%	-7.6	6.3%	0.0%	-1.2%
COc1ccc2cc(S(=O)(=O)Nc3ccccn3)ccc2c1	-1.0%	0.8%	11.3%	2.1%	7.8%	0.3%	-7.1	31.4%[activator]	1.9%	2.7%

2 compounds from above, reduced to A-T KAP1 phos, Mito fusion act and TSHR antag.
| mol | A-T KAP1 phos | Mito fusion act | TSHR antag |
| --- | --- | --- | --- |
| O=C1NC2CCc3nc4ccccc4c(=O)n3C2=Nc2ccccc21 (configuration not stated) | -12.1% | -4.9% | 8.3 |
| CCNc1cc(Cl)nc(SC)n1 | 3.5% | -1.2% | -7.6 |

Continuation.
SMILES	ASM inhibitor	MLL CXXC-DNA inh	a7 integrin act	A-T KAP1 phos	MBNL1 CUG block	PTAP TSG101 blk	TSHR antag	Menin-MLL TR inh	TCR act	Mito fusion act
CN(C)CCCn1c(=S)[nH]c2ccccc2c1=O	0.5%	14.0%	-7.7%	4.9%	1.3%	-4.9%	-5.3	-10.3%	6.4%	8.3%
CCCCC(=O)N1CCCC(c2nc(-c3cccc(OC)c3)no2)C1 (configuration not stated)	-2.1%	-9.8%	?	2.2%	8.9%	-5.5%	-8.7	-21.1%	3.0%	-6.0%
Cc1cc(C(=O)CN2CCN(CC(=O)Nc3ccc(F)cc3)CC2)c(C)n1C1CC1	-3.5%	nt	-21.1%	0.1%	nt	-1.1%	9.8	nt	2.2%	-7.1%
CCc1cc(C(=O)NNC(=S)NCC2CCCO2)cs1 (configuration not stated)	-1.2%	-5.2%	-24.4%[7.66 µM]	-6.0%	-7.4%	-2.4%	2.4	25.9%	nt	-1.3%
Cc1ccc(NC(=O)CCNC(=O)c2ccc(Cl)cc2)cc1C	-1.7%	0.3%	?	-10.0%	-1.5%	-1.0%	-6.1	-10.5%	-1.4%	-4.9%
COc1cc(C2Oc3ccccc3C=C2[N+](=O)[O-])cc(OC)c1OC (configuration not stated)	-3.8%	-15.4%	-67.7%[inhibitor]	-14.6%	2.5%	-0.6%	-33.5	nt	-5.3%	-12.9%
CC1CCN(c2cc(N3CCN(C(=O)c4ccc(F)c(F)c4)CC3)c([N+](=O)[O-])cc2F)CC1	-17.5%	10.8%	-5.1%	-9.0%	?	-6.1%	-7.8	?	1.0%[46.1 µM]	10.9%
CC(=O)OCC(=O)[C@@]12OC3(CCCC3)O[C@@H]1C[C@H]1[C@@H]3CCC4=CC(=O)C=C[C@]4(C)[C@@]3(F)[C@@H](O)C[C@@]12C	0.0%	-3.9%	nt	9.3%	-15.3%	0.8%	-16.6	-0.3%	0.4%	5.7%
O=C(CSc1nccn1Cc1ccc(F)cc1)Nc1ccc(F)cc1F	7.2%	11.3%	8.9%	3.5%	-2.6%	nt	7.8	nt	-0.7%	-2.5%
Cc1cc(NC(=O)CSc2nc(C(C)C)nc3ccccc23)no1	1.8%	-0.7%	-48.7%[inhibitor]	nt	-10.1%	0.9%	3.3	2.9%	nt	18.0%
Cc1cc(NC(=O)C(C)Oc2ccc(C(C)(C)C)cc2)no1 (configuration not stated)	3.9%	-2.4%	-19.4%	-2.1%	2.2%	-2.5%	-13.2	-26.2%	1.1%	4.3%
Cc1ccc(-n2ncc3c2CC(C)(C)CC3NC(=O)CCc2cnn(C)c2)cc1 (configuration not stated)	-1.8%	2.9%	23.6%	4.0%	2.2%	-2.1%	-5.2	nt	4.8%	5.7%
O=S(=O)(c1ccc(Br)cc1)N1CCN(c2ccccc2)CC1	-3.2%	6.0%	16.5%	0.5%	-8.5%	-8.7%	-8.6	-1.4%	-0.3%	4.9%
O=[N+]([O-])c1ccccc1/C=C/C=N/n1c(-c2ccco2)n[nH]c1=S	-8.5%	12.8%	-30.5%	-7.4%	?	-0.4%	-26.8	?	-1.1%	-1.0%
Cc1cc(NC(=O)c2ccccc2)ncc1NC(=O)c1ccco1	-2.6%	-1.7%	9.7%	nt	-1.0%	-5.6%	-1.0	-1.9%	10.9%	-11.2%
NC(=S)N/N=C/c1ccc(-c2cccc([N+](=O)[O-])c2)o1	-2.7%	-3.1%	24.4%	-9.1%	?	-5.4%	-0.7	?	-4.4%	0.9%
CCc1ccc(N2CCN(C(=O)c3ccc4c(c3)OCO4)CC2)cc1	-2.8%	?	-4.8%	-0.3%	-5.7%	-2.3%	-1.1	-18.7%	-0.9%	5.5%
CCN(C(=O)c1cc([N+](=O)[O-])ccc1NCc1cccnc1)c1ccccc1	-3.0%	-6.5%	16.1%	3.8%	?	2.1%	-4.5	11.7%	4.5%	2.5%
CSC1=NSC2=NC(=O)/C(=C/c3coc4ccccc4c3=O)C(=N)N12	8.3%	?	14.6%	2.5%	?	?	-14.6	?	-13.5%[46.1 µM]	13.5%
O=S(=O)(c1ccc(F)cc1)N1CCN(C(=S)NCC2CCCO2)CC1 (configuration not stated)	-1.6%	nt	10.6%	-2.0%	nt	-14.8%	14.8	nt	-2.0%	-3.9%
CCN1CCSc2ccc(C(=O)NCc3cc(Br)ccc3OC)cc21	nt	nt	-5.8%	8.1%	16.9%	-2.8%	11.6	18.8%	4.6%	1.6%

High-throughput results deposited in PubChem BioAssay by National Center for Advancing Translational Sciences (NCATS).
